# PriA SSB inh – blocks PriA binding to SSB C-terminal tail. 430,000 compounds, 0.6% hits. AlphaScreen SSBct-PriA binding, biotinylated peptide. inhibition, % at 33 µM. AID 1272365; in the data active = inhibition mostly above about 37%, no sharp cut-off; inactive = mostly below about 20%;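 also: plate controls were negative control peptide for no effect and reference peptide for full effect; strong numbers were not always called active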
# VHR inh abs – blocks human VHR1 dual specificity phosphatase; recombinant VHR phosphatase, pNPP absorbance; 290,000 compounds, 0.52% hits; AID 1654; inhibition, % at 13.3 µM; in the data active = inhibition above about 50%; also: some compounds called inactive have numbers as strong as hits
# Target sequence (P51452 whole entry, looked up): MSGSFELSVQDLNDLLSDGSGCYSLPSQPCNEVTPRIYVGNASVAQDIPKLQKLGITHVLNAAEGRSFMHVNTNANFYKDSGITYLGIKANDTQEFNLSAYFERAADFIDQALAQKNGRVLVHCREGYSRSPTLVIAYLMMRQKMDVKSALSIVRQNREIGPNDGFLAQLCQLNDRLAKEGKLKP
# CCHFV vOTU inh – CCHFV vOTU protease inhibition. Pep-AMC fluorescence. inhibition, % at 11.5 µM. 370,000 compounds, 0.55% hits; in the data active = inhibition above about 30%; also: 0% = vehicle wells with enzyme and 100% = no enzyme wells
# Rv3671c protease – Rv3671c (M. tuberculosis) protease inhibition; inhibition, % at 5.96 µM; 320,000 compounds, 0.048% hits; AID 2606; in the data active = inhibition above about 38%;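 also: extracellular domain of Rv3671c used as enzyme; 0% = enzyme with DMSO and 100% = no enzyme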
# Target sequence (P9WHR9 whole entry, looked up, the tested form may be a part): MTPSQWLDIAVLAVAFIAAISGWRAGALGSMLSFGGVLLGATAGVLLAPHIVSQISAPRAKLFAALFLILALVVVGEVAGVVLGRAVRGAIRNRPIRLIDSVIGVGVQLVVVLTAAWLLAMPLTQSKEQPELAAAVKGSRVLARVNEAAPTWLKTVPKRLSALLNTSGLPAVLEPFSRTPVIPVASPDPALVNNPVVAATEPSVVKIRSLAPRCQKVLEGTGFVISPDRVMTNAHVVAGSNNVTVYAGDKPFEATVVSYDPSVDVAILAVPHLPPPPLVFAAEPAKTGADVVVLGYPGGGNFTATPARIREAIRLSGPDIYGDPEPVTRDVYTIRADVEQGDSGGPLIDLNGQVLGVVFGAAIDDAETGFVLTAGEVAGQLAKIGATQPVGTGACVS
# BoNT F protease – BoNT F light chain protease inhibition. Multiplex microsphere protease cleavage assay, flow cytometry. inhibition, % at 10 µM. 360,000 compounds, 0.22% hits. AID 588497; in the data active = inhibition above about 35%, passing the limit was not always enough; inconclusive = no clear call, values can overlap the other calls; also: plate controls were buffer without enzyme for full effect and enzyme alone for no effect
# PrPC TRFRET – cell surface PrPC inhibition, primary TR-FRET screen; inhibition, % at 13.8 µM; TR-FRET read-out; P04156; AID 720596; 370,000 compounds, 0.43% hits; in the data active = inhibition above about 24%; also: 0% = median of the test wells and 100% = reference compound wells
# Anthrax LF prot – anthrax lethal factor protease inhibition. P15917. multiplex microsphere protease cleavage assay, LF. inhibition, % at 10 µM. 360,000 compounds, 0.12% hits; also: plate controls were buffer without enzyme for full effect and enzyme alone for no effect
# SARS 3CLpro inh – SARS-CoV 3CLpro protease inhibition; recombinant SARS-CoV 3CLpro, quenched FRET peptide cleavage; inhibition, % at 6 µM; 290,000 compounds, 0.14% hits; AID 1706; in the data active = inhibition above about 12%
# MazF activator – activators of E. coli MazEF toxin-antitoxin RNase; activation, % at 20 µM; P0AE70; 350,000 compounds, 0.32% hits; AID 504720; FAM/BHQ RNA-DNA oligo cleavage fluorescence, 5 h; in the data active = activation above about 50%
# Target sequence (P0AE70 whole entry, looked up): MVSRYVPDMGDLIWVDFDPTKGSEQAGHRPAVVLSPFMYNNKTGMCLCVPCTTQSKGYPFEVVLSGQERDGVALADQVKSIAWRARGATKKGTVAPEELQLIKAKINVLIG
# BoNT-A LC inh2 – BoNT A light chain protease inhibition; multiplex microsphere protease substrate cleavage, flow cytometry; inhibition, % at 10 µM; 360,000 compounds, 0.17% hits; AID 588499; also: plate controls were buffer without enzyme for full effect and enzyme alone for no effect
# * hit, by the source's call; i = inactive; ? = inconclusive; nt = no result given; & = joins results of further samples. Rule as the data show it, unless noted: active = inhibition above about 30%; inconclusive = no clear call, values can overlap the other calls; inactive = below that. These rows are one share of the data, so the mix of outcomes need not match the whole.
SMILES,PriA SSB inh,VHR inh abs,CCHFV vOTU inh,Rv3671c protease,BoNT F protease,PrPC TRFRET,Anthrax LF prot,SARS 3CLpro inh,MazF activator,BoNT-A LC inh2
COCCNc1ncnc2c1ncn2[C@H]1CN(Cc2ccc(OC)cc2)C[C@@H](CO)O1,nt,nt,-6,nt,2,-4,-2,nt,nt,-0.4
Cn1nc(C(=O)N2CCC(C(N)=O)CC2)c2c1-c1ccccc1SC2,-2,17,-4,4,4,-5,1,1,2,0.8
O=P(c1ccccc1)(c1ccccc1)N(c1ccccc1)c1ccccc1,-6,5,10,7,-6,-8,1,2,3,-1.3
COC(=O)c1cccnc1N1CCN(c2ccccc2F)CC1,-14,-2,8,-2,0,-3,-4,-2,10,?
CCC1Oc2ccccc2N(CC(=O)NCCN2CCc3ccccc3C2)C1=O (centres undefined),-16,22,-13,-7,-5,6,0,-3,6,2.2
CC(=O)c1nc(N2C(=O)CC(Cc3ccccc3)C2=O)sc1C (centres undefined),-14,-5,15,-9,-5,13,-1,5,2,-1.4
COc1ccc(SC[C@H](C)CN2CC[C@H](C)CCC2=O)cc1,-5,nt,7,-9,0,-2,-8,nt,3,-0.4
CCOCCCNC(=S)NCCc1ccccc1,4,-7,-6,-2,-1,2,2,2,-3,0.5
C/C=C(\C)C(=O)N1CCC(C(=O)c2ccccc2)CC1,0,-7,-14,-5,11,9,-6,-1,2,-2.0
Cc1cc(O)c(NC(=O)c2ccc(C)c([N+](=O)[O-])c2)cc1C,-19,7,6,-5,-3,-2,4,5,5,-0.5
CN1C(=O)c2ccc(NC(=O)c3cccc(N4C(=O)CCC4=O)c3)cc2C1=O,-15,2,-66,-3,-2,-8,1,1,3,-0.7
O=C(CN1C(=O)C2C3CCC(C3)C2C1=O)NCc1ccco1 (centres undefined),-7,18,-5,-4,-3,2,-2,4,1,-0.8
c1ccc(-c2oc3ncnc(NCCN4CCOCC4)c3c2-c2ccccc2)cc1,5,18,-10,-6,19,4,-5,1,-9,1.3
COc1cc(CN2CCC(n3nccc3NC(=O)CCCc3ccccc3)CC2)ccc1O,8,14,8,-6,2,-6,-2,-3,10,0.3
CC(C)C[C@H](NC(=O)N1CCn2c1nc1ccccc12)C(=O)N[C@H](Cc1ccccc1)C(=O)O,5,13,5,-8,4,-2,-5,-4,4,-0.4
CC(CCc1ccccc1)NC(=O)CSc1nc(N)cc(N)n1 (centres undefined),-4,-2,-5,-6,1,1,1,-3,-11,-0.5
O=[N+]([O-])c1cccc(-c2nnc(C3CC3)o2)c1,3,14,-1,-1,?,-18,-9,1,4,?
O=C(c1cccc(-c2nnc(-c3ccccc3)o2)c1)N1CCCCCC1,-8,13,3,0,-38,0,-11,6,7,-5.7
COc1ccc(NC(=O)C[C@@H]2C(=O)N(Cc3ccccc3)CC2(C)C)cc1,nt,nt,-8,nt,-4,4,0,nt,7,0.0
Cc1ccccc1C(=O)O/N=C(\N)Cc1cccs1,i,8,-4,-3,2,-3,-2,2,6,0.1
N#Cc1cccc(NC(=O)CCC2CCCC2)c1,-3,10,14,-1,-14,5,-3,4,-2,0.1
CC(Nc1cccc(C(=O)NC2CC2)c1)c1nnc(-c2ccccc2)o1 (centres undefined),-10,nt,0,5,-8,-1,-1,nt,-2,-0.3
COc1cc(NC(=O)N2CCOCC2)cc(OC)c1,-17,-2,7,1,-6,1,-7,3,3,-0.3
COc1ccccc1-n1nnnc1SCC(=O)NC1CCCC1,2,7,0,-7,6,-2,-3,-4,-6,-0.4
CC1CCCC(=NNC(=O)C2COc3ccccc3O2)C1 (centres undefined),-9,nt,10,3,4,-9,-1,nt,3,-0.4
Cc1cnc(C(=O)NCC(=O)Nc2ccccc2Br)cn1,-6,nt,-7,nt,nt,-5,nt,nt,-2,nt
COc1cccc(/C=C2\N=C(c3cncc(Br)c3)OC2=O)c1,-7,-3,5,3,8,-1,7,-4,5,1.0
Cc1ccccc1CN1C2=NCCCN2c2ccccc21,-4,-11,-1,9,-14,-5,-8,-2,2,?
O=C(Cc1nnc(NC(=O)Nc2ccccc2)s1)Nc1ccccc1,0,1,-10,-16,-1,6,0,0,-19,-0.3
COc1ccc(S(=O)(=O)NCCCN2CCOCC2)cc1F,-16,5,-7,5,-5,2,-6,-3,8,0.6
Cc1nc2nc(C)c(NS(=O)(=O)c3ccc(Cl)s3)c(=O)n2[nH]1,0,15,6,-7,-24,7,9,3,12,-4.0
CC(=O)c1cccc(S(=O)(=O)NC(C)C2CC3CCC2C3)c1 (centres undefined),-21,20,15,-5,1,2,-7,1,0,-0.4
CC(C)=C(C#N)c1nc2ccccc2s1,-9,-4,4,-57,-14,0,-1,5,3,-2.3
Cc1nc2nc(-c3ccco3)nn2c(C)c1Cl,-13,-5,-17,-3,-5,5,4,-2,2,1.4
C=CCNc1nc(NCc2ccccc2)c(C#N)c2c1CN(C)CC2,-7,10,-53,7,-4,-22,-6,-8,-4,0.0
O=C(COC(=O)C1CCC(=O)N1)Nc1ccc(Oc2ccccc2)cc1 (centres undefined),-12,-1,-19,0,-1,4,1,2,-1,-0.9
CC(C)c1ccccc1NC(=O)COC(=O)c1ccc(Cl)c(S(=O)(=O)N2CCCCCC2)c1,-13,3,10,-2,0,4,0,0,3,-0.4
COc1ccc2[nH]cc(CCNCc3cccnc3)c2c1,-5,12,-2,1,-7,-1,-15,3,1,2.3
CC(SCC(=O)Nc1ccccc1)c1nc2ccccc2c(=O)[nH]1 (centres undefined),-2,24,-1,-1,11,-1,0,-1,3,-1.3
CC(=O)Nc1ccc(C)cc1,10,nt,4,2,-10,8,3,nt,10,-0.3
CC(C)(C)C(=O)O/N=C(\N)c1ccc(-c2csnn2)cc1,i,32,-6,1,?,0,28,4,12,0.2
CC(O)(c1ccccc1)c1nc(-c2ccc(S(C)(=O)=O)cc2)cs1 (centres undefined),nt,nt,-7,nt,-1,2,-2,nt,nt,0.0
O=C(NC1CCS(=O)(=O)C1)c1cccc(S(=O)(=O)N2CCOCC2)c1 (centres undefined),-5,7,-13,2,0,0,1,-3,3,0.1
Nc1ccc(Br)cc1C(NCC(=O)O)c1ccccc1 (centres undefined),1,23,3,8,4,7,0,5,-7,-0.3
CCOc1ccc(C(=O)C(c2ccccc2)N2CCOCC2)cc1 (centres undefined),-9,13,-6,-1,0,1,-1,2,-4,0.2
CN(C)S(=O)(=O)c1ccc(S(=O)(=O)NC2CCOC(C)(C)C2)cc1 (centres undefined),-11,-9,19,2,7,-4,7,0,2,0.2
Nc1ccc(Oc2ccc3nc(-c4ccccc4)c(-c4ccc([N+](=O)[O-])cc4)nc3c2)cc1,34,34,0,1,-18,2,-4,-6,10,0.1
COc1ccc2nc(SC)c(C#N)cc2c1,-5,7,4,6,-3,0,2,-1,-7,0.3
CC1Nc2ncnc(N3CCN(c4ccccc4)CC3)c2N(Cc2ccc(Br)cc2)C1=O (centres undefined),-2,nt,12,6,-1,-4,-6,nt,5,-0.4
COC(=O)C(CC(C)C)NC(=O)CNC(=O)c1ccccc1C (centres undefined),-6,16,11,-2,-12,-2,0,1,0,-0.5
O=C(NCC1CCN(Cc2ccccc2Cl)CC1)Nc1ccccc1F,9,-20,-4,-6,9,-10,-11,2,5,-0.2
NC(=O)c1ccc(NC(=O)COC(=O)C23CC4CC(CC(C4)C2)C3)cc1,nt,nt,-1,nt,-1,3,-2,nt,2,0.1
CCN1C(=O)[C@H]2[C@@H](c3ccc(-c4ccc(Cl)c(Cl)c4)c(OC)c3)N[C@@](Cc3ccccc3)(C(=O)OC)[C@H]2C1=O,-2,nt,-6,3,0,-6,-7,nt,-5,0.1
CCc1ccccc1NC(=O)CN(C)C(=O)CSc1nc2cc(Cl)ccc2s1,-7,-4,0,0,-6,-3,-2,-4,5,-1.2
COc1ccc2c(c1)c(C(=O)N/N=C/c1cccc(O)c1)c(C)n2C,nt,-4,18,-3,-5,4,0,1,-1,0.8
CN(C)CCCNC(=O)C[C@H]1C[C@H](C(=O)N2CCCCC2)[C@@]2(CCc3ccccc3)c3[nH]c4ccc(Cl)cc4c3CCN2C1=O,-10,nt,4,nt,-10,-15,-6,nt,2,0.0
O=C1ON=C(c2ccccc2)/C1=C/c1cccnc1,0,26,7,nt,-10,-2,2,4,-34,-0.4
O=C(c1cc(-c2cccs2)nc2ccccc12)N1CCN(c2ccccc2O)CC1,13,13,-12,-3,-7,-3,0,-2,0,0.2
COc1ccc(Cl)cc1NC(=O)CN1CCC(n2nnc3ccccc32)CC1,-4,9,-11,-2,-14,-6,0,1,-2,1.0
Cc1nn(C(C)(C)C)c(C)c1/C=N/OC(=O)Nc1ccc(Cl)cc1,i,0,-3,5,nt,11,nt,-5,8,nt
# (list continues)
SMILES,PriA SSB inh,VHR inh abs,CCHFV vOTU inh,Rv3671c protease,BoNT F protease,PrPC TRFRET,Anthrax LF prot,SARS 3CLpro inh,MazF activator,BoNT-A LC inh2
CCc1nc(SCc2ccccn2)[nH]c(=O)c1C,-15,7,5,-3,1,6,3,3,4,1.1
COc1cccc(N2CCN(C(c3ccccn3)c3nnnn3C(C)(C)C)CC2)c1 (centres undefined),-4,27,-8,10,3,1,-2,2,2,0.0
COc1cnn(-c2ccccc2)c(=O)c1SCc1ccc(Cl)cc1Cl,-19,13,2,-6,-14,-11,-7,4,-5,-0.2
CCOc1cc(C(C(=O)NCC2CCCO2)N(C(=O)Cn2nnc3ccccc32)c2ccc(OC)c(OC)c2)ccc1O (centres undefined),2,-2,2,6,0,-5,-2,0,-8,-1.3
O=C(N/C(=C/c1ccco1)C(=O)N1CCCCCC1)c1cccs1,-24,10,-4,-5,4,-3,3,8,-10,4.7
CCN(CC)C(=O)c1cccc(-c2ccc(OC)cc2)c1,-7,-12,0,-1,0,-4,-1,0,4,0.9
CC(C)NC(=O)c1onc(CSc2ccncc2)c1C(=O)NC(C)C,-11,nt,-3,5,-8,3,-12,nt,10,-0.3
COc1cccc(-c2cn3nc(C)c(C)nc3n2)c1,-5,10,-14,-9,-21,-28,-16,8,7,2.2
CCN(c1ccccc1)S(=O)(=O)c1ccc(F)cc1C,-33,6,5,5,17,-7,1,0,1,0.1
CCOC(=O)CC1C(=O)NCCN1C(=O)c1cc2c(=O)n3cccc(C)c3nc2s1 (centres undefined),1,21,-149,5,-3,-24,1,-4,8,0.5
CC(=O)NCCC(=O)Nc1ncc(S(=O)(=O)c2ccc([N+](=O)[O-])cc2)s1,0,nt,4,9,?,-8,4,nt,0,-0.6
COc1ccc(NC(=O)CSc2c(C)nn(-c3nnc(C)c(=O)[nH]3)c2C)cc1,23&28,-11,3,-5,-15,-4,0,5,-2,-1.3
C=CCNC(=O)/C=C/c1ccc(C(C)C)cc1,-3,-7,-6,-3,-4,0,-1,2,5,-0.6

# Assay outcomes deposited in PubChem by several laboratories.
